# Screening data as filed in PubChem BioAssay.
# Large T inhibition = SV40 large T antigen inhibitors, biochemical (AID 1903). hit rate 0.39% among 310,000. SV40 large T antigen ATPase/helicase inhibition assay; higher % means a stronger effect. inhibition, % at 20 µM; hits with a dose series show IC50 in µM; in the data active = a potency from the dose series; inconclusive = inhibition mostly from about 32% at the one dose, without a potency; inactive = the rest, 99 in 100 with inhibition below about 32%; note: strong numbers were not always called active
# NTR1 agonist = agonists of NTR1, primary screen, imaging, U2OS cells, beta-arrestin-GFP, high content (AID 493036); P30989; NTR1-U2OS beta-arrestin-GFP spot imaging, agonist mode; activation, % at 20 µM; hit rate 0.17% among 330,000;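 active = activation at or above 40% of the spot to cytoplasm intensity ratio, with at least 20 cells analyzed; inconclusive = wells under 20 cells, flagged as cytotoxic or low count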;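 note: 0% = DMSO without peptide and 100% = 100 nM NTR1 peptide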
# Target sequence (P30989 whole entry, looked up): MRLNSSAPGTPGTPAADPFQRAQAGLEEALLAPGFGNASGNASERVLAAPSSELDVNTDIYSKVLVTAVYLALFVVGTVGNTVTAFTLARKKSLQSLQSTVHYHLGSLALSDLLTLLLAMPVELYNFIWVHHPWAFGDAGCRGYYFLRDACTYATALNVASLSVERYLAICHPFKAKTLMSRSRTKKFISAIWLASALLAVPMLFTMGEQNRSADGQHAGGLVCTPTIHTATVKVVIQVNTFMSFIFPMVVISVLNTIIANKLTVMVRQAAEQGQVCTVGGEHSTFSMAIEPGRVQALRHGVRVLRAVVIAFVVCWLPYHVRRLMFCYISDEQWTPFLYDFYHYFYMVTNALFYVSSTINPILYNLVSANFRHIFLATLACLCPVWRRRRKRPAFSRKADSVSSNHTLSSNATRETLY
# Yfh1-off respiration = mitochondrial function rescue without frataxin homolog – Friedreich's ataxia, plus single-dose screen, dose response (AID 1465); S. cerevisiae Yfh1-off respiration, WST-1 reduction, 72 h; higher fold induction means a stronger effect; one-dose fold induction at 50 µM; EC50 in µM for titrated hits; hit rate 0.074% among 220,000;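 active = fold induction of absorbance versus untreated yeast above a set limit, then at least 30% activation at any dose in follow-up; inconclusive = repeats straddling the limit, or above it without dose testing; inactive = fold induction below the set limit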;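 note: activators that raise dye reduction in frataxin-depleted yeast; strong numbers were not always called active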
# MgcRacGAP inhibition = MgcRacGAP GTPase-activating activity inhibitors, confirmation, biochemical, ADP Hunter fluorescence. MgcRacGAP-stimulated Rac1 GTP hydrolysis, ADP Hunter fluorescence; higher % means a stronger effect; GST-tagged Rac1 F28L mutant substrate. inhibition, % at 30 µM, or IC50 in µM where a hit was titrated. hit rate 0.6% among 340,000;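 active = first-screen hits whose inhibition reached a set limit at any dose in the follow-up dose series; inconclusive = inhibition above the set first-screen limit but never retested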;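 note: fluorescence reports GDP produced by GAP-driven GTP hydrolysis; strong numbers were not always called active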
# NS5 inhibitors = flavivirus cap methylation enzyme inhibition – biochemical, confirmation dose response, primary screen (AID 588689); Dengue-2 NS5 methyltransferase capping enzyme assay, biochemical; higher % means a stronger effect; one-dose inhibition, % at 25 µM; IC50 in µM for titrated hits; hit rate 0.3% among 340,000; in the data active = a potency from the dose series; inconclusive = inhibition above about 29% without an active follow-up result
# GPR55 activation = GPR55 agonists via beta-arrestin recruitment, primary screen, imaging, U2OS cells, beta-arrestin-GFP redistribution (AID 1961); one-dose activation, % at 10 µM; EC50 in µM for titrated hits; U2OS GPR55 beta-arrestin-GFP redistribution imaging; higher % means a stronger effect; hit rate 0.048% among 290,000;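 active = activation above 40% with more than 50 cells counted in the well; inconclusive = wells holding fewer than 50 cells, flagged as toxic or sparse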;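 note: U2OS osteosarcoma cells stably expressing GPR55 and beta-arrestin-GFP; plate controls were DMSO negative control for no effect and LPI positive control for full effect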
# GPR55 LPI antagonism = GPR55 antagonists blocking LPI-driven arrestin recruitment, primary screen, imaging, U2OS, beta-arrestin-GFP, LPI agonist (AID 2013). U2OS GPR55 beta-arrestin-GFP translocation imaging, LPI antagonism; higher % means a stronger effect. one-dose inhibition, % at 10 µM; IC50 in µM for titrated hits. hit rate 0.13% among 290,000;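 active = spots per cell inhibited over 60%, with over 100 cells counted and total cytoplasm intensity under 500,000; inconclusive = wells with under 100 cells, flagged as likely toxic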;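 note: U2OS cells stably carrying GPR55 and arrestin-GFP stimulated by 5 µM LPI near EC80; imaged beta-arrestin-GFP aggregate spots per cell after agonist stimulation; plate controls were LPI-stimulated DMSO wells for no effect and DMSO wells without LPI for full effect; some results filed as inactive read as strong as hits; confirmed hits need IC50 under 10 µM and bright autofluorescent wells are also inconclusive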
# GPR35 antagonists = GPR35 antagonists blocking zaprinast-driven arrestin recruitment, primary screen, imaging, U2OS, beta-arrestin-GFP, zaprinast agonist (AID 2058). hit rate 0.052% among 290,000. U2OS GPR35 beta-arrestin-GFP translocation imaging, zaprinast antagonism; higher % means a stronger effect. one-dose inhibition, % at 10 µM; IC50 in µM for titrated hits;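 active = inhibition of at least 50% with at least 30 cells and total cytoplasm GFP at most 10,000,000; inconclusive = under 30 cells or total GFP of 10,000,000 plus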
# AID2073 = inhibitors of Mint1-CaV2.2 protein interaction, biochemical, HTRF (AID 2073) | hit rate 0.19% among 290,000 | one-dose inhibition, % at 20 µM; IC50 in µM for titrated hits | HTRF protein-protein interaction, Mint1-CaV2.2; higher % means a stronger effect; in the data active = inhibition mostly above about 51%, no sharp cut-off; inconclusive = no clear call, values can overlap the other calls; inactive = mostly below about 53%; note: some results filed as inactive read as strong as hits
# NTR1 agonist cell count 20 µM = also measured in NTR1 agonist; calls as there; cell count; measured here: cell count, cytotoxicity flag
# Starred values were filed as active, the others as inactive; i = inactive; ? = inconclusive; . = not tested or not shown. This is a random part of the collection; 1.7% or so of the library scored in one or more.
SMILES,Large T inhibition,NTR1 agonist,NTR1 agonist cell count 20 µM,Yfh1-off respiration,MgcRacGAP inhibition,NS5 inhibitors,GPR55 activation,GPR55 LPI antagonism,GPR35 antagonists,AID2073
COc1ccccc1/C=C/C(=O)N1CCC(c2ccccc2)C1 (stereo not drawn),-2%,0.9,48,i,13%,-10%,0.2%,12%,-5%,3%
Cc1ccc(NC(=O)COC(=O)CCc2ccc(S(=O)(=O)N3CCOCC3)cc2)cc1C,4%,0.9,22,i,3%,-7%,-0.4%,5%,8%,-14%
O=C1CC(C(=O)Nc2ccccc2)C2(CCCCC2)O1 (stereo not drawn),4%,0.1,68,i,-16%,-2%,-0.1%,5%,8%,-4%
Cc1ccc(F)cc1NC(=O)Cc1nn(C)c(=O)c2ccccc12,5%,-0.4,53,i,2%,3%,0.0%,.,-6%,-2%
COc1ccc(C(=O)N/C(=C\c2ccco2)C(=O)NCc2cccnc2)cc1,11%,1.4,32,i,7%,-2%,-0.3%,6%,-1%,3%
COc1ccccc1OCC(=O)N/N=C1\CCc2ccccc21,2%,-2.8,78,i,-1%,5%,0.0%,7%,2%,-7%
Fc1ccccc1CCNc1nnnn1-c1ccccc1,14%,-2.4,67,i,8%,4%,-0.1%,-15%,-1%,-6%
CCN(CC)C(=O)c1scc2c1OCCO2,7%,0.7,58,i,11%,-1%,-0.2%,14%,6%,0%
COc1cc(OC)c2c(-c3ccccc3)cc(=O)oc2c1C(CCN1CCCCC1)c1ccc2c(c1)OCO2 (stereo not drawn),2%,24,80,i,13%,-6%,0.3%,5%,5%,2%
COc1ccc(N2CC(C(=O)OCC(=O)Nc3cccc(C)c3C)CC2=O)cc1 (stereo not drawn),10%,-0.6,50,.,8%,1%,0.3%,7%,11%,9%
O=C(CSc1nc2c(sc3ccccc32)c(=O)n1Cc1ccccc1)NCC1CCCO1 (stereo not drawn),8%,-0.4,69,i,9%,-2%,-0.1%,11%,15%,-2%
COC(=O)c1ccc(C(=O)N2CCCC(CNC(=O)c3ccc(F)cc3)C2)cc1 (stereo not drawn),7%,-0.9,65,.,13%,1%,-0.2%,4%,4%,-8%
C=C[C@]1(C)C[C@H]1[C@H](NP(=O)(c1ccccc1)c1ccccc1)c1ccccc1,5%,5.6,85,i,-5%,-3%,-0.1%,-3%,9%,1%
COc1ccc(-c2cc(C(F)(F)F)n3nc(C(=O)NCCCn4ccnc4)cc3n2)cc1,20%,0.1,56,i,10%,-1%,-0.2%,12%,5%,21%
CC(C)CN(C(=O)c1ccc(-n2cncn2)c([N+](=O)[O-])c1)C1CCS(=O)(=O)C1 (stereo not drawn),11%,0.0,61,.,3%,2%,.,.,.,.
O=C(C1=NNCC1c1ccccc1)C1CO1 (stereo not drawn),-3%,.,.,i,8%,-9%,0.1%,4%,10%,5%
Cc1sc(NC(=O)CN(C)C2CCCCC2)nc1-c1ccc2c(c1)CCN2S(=O)(=O)c1ccccc1,9%,2.9,54,.,.,.,-0.1%,-6%,-6%,16%
Cc1ccc(S(=O)(=O)Nc2ccc3c(c2)OCCO3)cc1C,-1%,1.8,58,i,-8%,1%,0.2%,11%,9%,2%
CCN(CC)CCCNC(=O)c1ccc2c(=O)n(Cc3ccc4c(c3)OCO4)c(=S)[nH]c2c1,9%,0.4,59,i,11%,-7%,0.5%,24%,16%,-39%
Cc1cc(C(=O)CCl)c(C)n1CCc1ccc(F)cc1,-8%,8.5,35,i,11%,-12%,0.2%,8%,-16%,-7%
Cc1ccc(N2CC(C(=O)OCC(=O)c3c(N)n(CC(C)C)c(=O)n(C)c3=O)CC2=O)cc1 (stereo not drawn),5%,0.3,46,.,6%,1%,.,.,.,.
Cc1cc(N/N=C/c2ccc(O)cc2)nc(NS(=O)(=O)c2ccccc2)n1,10%,-0.4,80,i,?,-3%,0.5%,2%,2%,30%
CCOC(=O)N1CCN(C(=O)c2c(-c3c(Cl)cccc3Cl)noc2C)CC1,6%,-0.2,42,.,7%,-7%,0.7%,-3%,10%,5%
Cc1nn(C)c(Oc2cccc(C(F)(F)F)c2)c1C=O,7%,0.7,42,i,3%,.,0.2%,2%,9%,?
COc1ccc(/C=N/NC(=O)c2c([N+](=O)[O-])c(C)nn2C)cc1,0%,3.3,52,i,2%,1%,0.3%,9%,2%,-3%
O=C(NNS(=O)(=O)c1ccccc1)c1cc2cc3ccccc3nc2s1,3%,-1.1,69,i,5%,-2%,0.0%,-13%,2%,6%
Cc1ccc(C(C)C)c(OC/C(O)=C(\C#N)c2nc3ccccc3[nH]2)c1,3%,2.0,52,i,7%,-1%,-0.1%,11%,2%,26%
COc1cc(NS(=O)(=O)c2c(C(=O)N3CCOCC3)c(C)n(C)c2C)cc(OC)c1OC,5%,0.3,38,.,11%,-14%,-0.3%,1%,1%,8%
CCOC(=O)C1(Cc2ccccc2C(F)(F)F)CCN(C(=O)c2cc(C(C)=O)n[nH]2)CC1,22%,-1.1,77,i,9%,-7%,0.5%,.,-8%,16%
CCN1CCN(c2cc(C)c3cc(NC(=O)c4cncc(Br)c4)ccc3n2)CC1,2%,-0.1,72,.,4%,-5%,0.0%,-9%,-8%,26%
CC(C)C1COS(=O)(=O)NC1CC(=O)SC(C)(C)C (stereo not drawn),9%,1.8,92,.,-30%,9%,-0.1%,-14%,3%,4%
CCC(=O)Nc1nc2ccc(NC(C)=O)cc2s1,8%,-1.1,81,i,5%,-7%,-0.2%,7%,-3%,-3%
CCn1c(CNC(=O)c2cccs2)nnc1SCC(=O)Nc1ccc(Cl)cc1,20%,2.6,83,i,2%,-4%,0.1%,-7%,0%,-3%
O=C(c1cccnc1)N(Cc1ccccc1)c1ccccc1,3%,0.4,87,i,2%,-6%,-0.1%,-6%,-14%,-5%
Cc1ccc(CNC(=O)c2ccc3c(c2)S(=O)(=O)c2ccccc2C3=O)cc1,16%,0.2,86,i,8%,-9%,.,.,.,.
CCC(=O)N1CCc2cc(S(=O)(=O)NCCC(=O)NCc3ccccc3OC)ccc21,10%,1.5,58,.,10%,-14%,0.3%,11%,-3%,2%
O=c1[nH]c2ccccc2nc1/C=C(\O)c1cccs1,9%,-0.6,92,i,10%,-11%,-0.2%,-2%,14%,4%
COc1cccc(C(=O)/C=C/Nc2ccc(S(=O)(=O)Nc3nc(C)cc(C)n3)cc2)c1,22%,-0.7,55,i,-5%,-18%,-0.2%,2%,-6%,10%
CCCN(CC1CC1)C(=O)CSc1ncnc2sc(C)c(C)c12,-5%,3.3,55,i,10%,2%,-0.1%,4%,-13%,18%
COc1ccc(N2C(=O)/C(=C/c3ccc([N+](=O)[O-])cc3)N=C2C)c(OC)c1,3%,3.1,89,i,3%,-4%,0.0%,10%,4%,6%

# Next section, overlapping the part above by two compounds.
SMILES,Large T inhibition,NTR1 agonist,NTR1 agonist cell count 20 µM,Yfh1-off respiration,MgcRacGAP inhibition,NS5 inhibitors,GPR55 activation,GPR55 LPI antagonism,GPR35 antagonists,AID2073
CCCN(CC1CC1)C(=O)CSc1ncnc2sc(C)c(C)c12,-5%,3.3,55,i,10%,2%,-0.1%,4%,-13%,18%
COc1ccc(N2C(=O)/C(=C/c3ccc([N+](=O)[O-])cc3)N=C2C)c(OC)c1,3%,3.1,89,i,3%,-4%,0.0%,10%,4%,6%
COc1cccc(/C=C2/C(=O)NN(c3ccc(C)c(C)c3)C2=O)c1,24%,0.5,51,.,-11%,>100µM*,-0.1%,53%,13%,17%
O=C(COc1coc(CN2CCN(c3ccccc3F)CC2)cc1=O)NCC1CCCO1 (stereo not drawn),13%,1.1,61,.,5%,4%,.,.,.,.
O=C(CCCN1C(=O)c2ccccc2C1=O)OC1CSCC1NC(=O)c1ccccc1 (stereo not drawn),0%,0.1,27,i,10%,3%,0.3%,14%,8%,-2%
CN(C)c1ccc(N2C(=NC(=O)c3ccccc3)SC3CS(=O)(=O)CC32)cc1 (stereo not drawn),11%,-0.1,70,.,12%,0%,0.2%,2%,4%,5%
COc1ccc(-c2nc(N)ncc2-c2ccccc2OC)c(O)c1,16%,0.8,72,.,6%,-2%,-0.1%,1%,-7%,14%
S=c1[nH]c2ccccc2n2c(=S)[nH]nc12,21%,1.7,51,.,57µM*,8%,-0.1%,-2%,1%,-138%
CCN(CC)S(=O)(=O)c1ccc(S(=O)(=O)NCc2cccs2)cc1,1%,0.9,38,.,3%,7%,0.4%,0%,-6%,3%
Cc1ccc(C(=O)Nc2cc(=O)n(C)c(=O)n2C)cc1C,9%,0.2,70,i,14%,-1%,0.3%,-3%,1%,-5%
O=S1(=O)NC(=NCCc2ccccn2)c2ccccc21,8%,1.9,49,i,3%,4%,0.1%,12%,2%,2%
COC(=O)c1ccc(N(CC(=O)NC2CCCC2)C(=O)c2ccc(C)s2)cc1,17%,-2.3,48,.,1%,-9%,-0.1%,2%,2%,-1%
Cc1cccc(C#N)c1NC1=CC(=O)CC(C)(C)C1,11%,2.3,56,i,9%,0%,0.2%,2%,9%,-10%
O=C1C(=O)N(CCCN2CCOCC2)C(c2ccc(Cl)cc2)/C1=C(\O)c1ccc2c(c1)OCCO2 (stereo not drawn),13%,-0.5,51,.,7%,-4%,0.0%,9%,15%,8%
COc1ccc(-c2nc(CS(=O)CC(=O)NCc3ccccc3)c(C)o2)cc1OC (stereo not drawn),7%,0.3,69,.,-17%,4%,-0.1%,6%,-6%,37%
CC(=O)NCCc1nc2ccccc2n1CCCCOc1ccccc1,-2%,-0.9,51,.,-15%,1%,-0.2%,2%,16%,14%
CCOC(=O)Oc1ccc(/C=C2\N=C(C)OC2=O)cc1,10%,2.9,50,.,-1%,-2%,0.0%,-2%,9%,15%
Cn1c(C(=O)NCCCN2CCCCC2)cc2sccc21,2%,0.4,62,i,16%,10%,0.3%,20%,1%,-3%
Cc1cccc(C(=O)Nc2ccc(C(=O)N/N=C/c3cccnc3)cc2)c1,10%,0.5,43,.,2%,0%,-0.1%,-10%,13%,8%
